# NR2E3 ag-1 – NR2E3 agonists in two-hybrid cells, primary screen, cell-based, luminescence, CHO-S, Gal4-NCOR/VP16-NR2E3; inhibition of corepressor binding, % at 3.98 µM; luciferase; actives 0.35% (n = 360,000); AID 602229, 2012;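 active = inhibition above the mean of all tested compounds plus 3 SD, cut at about 70% in these data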;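 also: 0% = DMSO with NR2E3 transfected cells and 100% = cells lacking NR2E3 construct; higher means lower luciferase signal from less NR2E3 corepressor binding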
# Target sequence (Q9Y5X4 whole entry, looked up, the tested form may be a part): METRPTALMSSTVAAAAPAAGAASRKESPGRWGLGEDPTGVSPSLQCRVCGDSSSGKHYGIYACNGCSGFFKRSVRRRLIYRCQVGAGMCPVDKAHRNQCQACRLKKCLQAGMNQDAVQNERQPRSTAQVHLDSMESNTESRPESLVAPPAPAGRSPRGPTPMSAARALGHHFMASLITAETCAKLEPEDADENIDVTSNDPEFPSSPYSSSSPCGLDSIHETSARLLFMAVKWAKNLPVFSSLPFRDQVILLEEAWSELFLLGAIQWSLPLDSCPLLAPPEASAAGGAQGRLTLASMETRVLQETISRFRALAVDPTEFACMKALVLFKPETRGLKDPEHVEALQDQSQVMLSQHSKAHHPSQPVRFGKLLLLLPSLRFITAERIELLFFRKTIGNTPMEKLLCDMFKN
# TRPM1 prom inh – inhibitors of MITF-dependent TRPM1 promoter reporter, primary screen, cell-based, SK-MEL-5, single point, luciferase; SK-MEL-5 TRPM1 promoter luciferase, 24 h; inhibition, % at 12.5 µM; actives 0.83% (n = 330,000); AID 488899, 2010;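 active = mean inhibition across replicates of 60% or more, whatever share of single replicates reaches that level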; also: values of inactives mirror those of a sister screen read the other way
# Peg3 promoter – Peg3 promoter-driven luciferase inhibitors, primary screen, cell-based, HeLa, luciferase luminescence; HeLa PEG-Prom luciferase reporter, overnight; inhibition, % at 20 µM; actives 1.7% (n = 360,000); AID 588405, 2011;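 active = inhibition of at least 50% at 20 µM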
# iPSC survival up – enhancers of single-cell hiPSC survival, primary screen, ATPlite luminescence. actives 0.044% (n = 360,000). 100% = ROCK inhibitor wells, 0% = DMSO. survival enhancement, % at 20 µM; in the data active = survival enhancement above about 18%;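 also: cells exposed to compounds for 16 hours before the ATP read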
# NR2E3 ag-2 – inhibitors of NR2E3-RetCOR corepressor binding, primary screen, NR2E3 agonist project, biochemical, TR-FRET, GST-NR2E3, biotin-RetCOR | inhibition of corepressor binding, % at 4.78 µM | AID 2300, 2010 | 1536-well | actives 0.12% (n = 320,000);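 active = percent inhibition above the cutoff of mean plus 3 SD of all tested compounds, set per screening campaign, cut at about 20% in these data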;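 also: 0% = DMSO wells and 100% = biotin wells as full block of FRET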
#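 Format: 1536-well format; test system: GST-NR2E3 and biotin-RetCOR proteins; read-out basis: percent inhibition of TR-FRET ratio; timing: 5 h incubation at 4 °C; detection: time-resolved FRET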
# CF NFkB block – inhibitors of PAF-induced NF-kB signaling, primary screen, cell-based, GFP fluorescence, uHTS | actives 0.86% (n = 360,000) | AID 588850, 2011 | KKLEB NF-kB-GFP reporter, GFP fluorescence overnight | inhibition, % at 5 µM;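 active = at least 50% inhibition at 5 µM, scaled per plate between neutral and stimulator controls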;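 also: PAF is a Pseudomonas aeruginosa culture filtrate used as stimulus; plate controls were PAF-stimulated DMSO wells for no effect and unstimulated DMSO wells for full effect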
# Shn3 inh set2 – reduction of Shn3 3'UTR firefly luciferase signal, primary screen, Schnurri-3 inhibitor project, cell-based, Clone20 osteoblasts, set 2 | inhibition, % at 12.5 µM | actives 0.52% (n = 360,000) | Clone20 osteoblast Shn3 3'UTR firefly luciferase, 24 h | AID 588674, 2011;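 active = mean inhibition of at least 75% with every replicate also reaching 75%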;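 also: 0% = median of neutral control wells and 100% = pilot-screen positive control compound; some compounds past the cut are filed as inactive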
# HIF-2a inh – HIF-2a reporter inhibitors, primary screen, luminescence, 786-0 RCC cells; 786-0 RCC cells HIF-2a reporter, luciferase luminescence, overnight; inhibition, % at 18.8 µM; actives 0.72% (n = 360,000); AID 624352, 2012;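 active = inhibition of the luminescence signal of 40% or more relative to plate controls, in a single-dose primary screen at 18.75 µM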
# LMP1 NFkB inh – EBV LMP1-driven NF-kappaB luciferase reporter inhibitors, primary screen, cell-based, luminescence, single point; actives 0.69% (n = 350,000); inhibition, % at 12.5 µM; LMP1-induced NF-kappaB luciferase reporter cells; in the data active = inhibition above about 41%;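 also: 0% = neutral control wells and 100% = reference inhibitor control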
# KKLEB tox – cytotoxicity in KKLEB CF airway cells, primary screen, cytotoxicity control for CF NF-kB inhibitor project, cell-based, uHTS, fluorescence assay plates; actives 0.36% (n = 360,000); activity change (cytotoxicity), % at 5 µM; KKLEB CF airway cells viability, ATPlite luminescence, overnight; stronger effect = lower value; cells stimulated with P. aeruginosa culture filtrate;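 active = corrected activity change at or below -50% at 5 µM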
# TRAIL sens C8 – viability loss with TRAIL in NB7+C8 cells, primary screen, TRAIL sensitizer project, cell-based, ATPlite luminescence; inhibition (viability loss, TRAIL sensitization), % at 10 µM; actives 1% (n = 360,000);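 active = compounds causing at least 50% loss of cell viability in the single-dose screen, relative to plate controls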
# The depositor's hits bear a star; / = not tested or not shown. The list is partial; the hit share may differ from the screen's.
SMILES,NR2E3 ag-1,TRPM1 prom inh,Peg3 promoter,iPSC survival up,NR2E3 ag-2,CF NFkB block,Shn3 inh set2,HIF-2a inh,LMP1 NFkB inh,KKLEB tox,TRAIL sens C8
O=C(CSc1nnc(COc2ccc(Cl)cc2)o1)N1c2ccccc2CCc2ccccc21,0,7,29,0.8,2,13,37,18,8,3,13
O=C1c2cccc3cccc(c23)C(=O)N1OS(=O)(=O)c1ccc(Br)cc1,-23,-1,19,-0.1,1,-26,-6,6,1,7,9
COc1ccccc1C/C(N)=N/O,-8,3,3,0.5,0,10,-13,10,-6,0,4
O=C(Cc1ccc(O)cc1)NCCNC(=S)NCc1ccccc1,-16,7,11,0.1,-1,0,-2,14,0,0,10
Cc1cc(CNC(=O)COc2ccccc2F)c2ccccc2n1,-68,1,-71,-2.1,-1,14,20,-123,-12,-23,12
Cc1ccc(C(=O)NCC(=O)OCC(=O)N(CC(C)C)c2c(N)n(Cc3ccccc3)c(=O)[nH]c2=O)cc1C,-1,3,11,-0.3,2,-6,-10,4,0,6,-6
COc1ccc2c(c1)c(=O)oc1cc(O)ccc12,-62,-26,-139,-1.1,3,-66,-7,-122,1,-4,3
CCN1CCN(c2cc3c(cc2F)c(=O)c(S(=O)(=O)c2ccccc2)cn3C)CC1,-30,7,5,-0.8,-7,-5,-11,3,-5,3,-13
Cc1cc(C(=O)N/N=C2\CCCC(=O)C2)c(C)o1,-4,2,-5,0.1,/,22,-4,5,-16,-3,-27
O=C(/C=C/c1ccc(Cl)c([N+](=O)[O-])c1)c1cccnc1,-16,48,105*,11,3,-1,55,13,-2,2,44
COCCn1c(=O)[nH]c2cc(C(=O)NC3CCCCCC3)ccc2c1=O,-21,/,9,2.0,1,-10,-12,-3,2,-3,23
CN1CCN(NC(=O)c2ccc(S(=O)(=O)N3CC4(C)CC3CC(C)(C)C4)cc2)CC1 (stereo not given),-7,6,9,0.6,-2,13,-8,13,-26,-3,-13
O=C(CN1C(=O)NC2(CCCC2)C1=O)N1CCN(S(=O)(=O)c2ccccc2[N+](=O)[O-])CC1,11,3,-2,0.3,2,2,9,-4,-5,2,-17
O=C(CN1CCN(C(=O)C2CCCO2)CC1)Nc1ccc(Cl)cc1 (stereo not given),-8,1,10,-0.1,1,-1,-7,18,1,7,0
COc1cccc(C2C3=C(N=c4s/c(=C\c5ccc(O)cc5)c(=O)n42)c2ccccc2CC3)c1OC (stereo not given),6,19,2,-0.2,1,-25,-23,15,10,7,-5
COc1ccccc1C(=O)Nc1nnc(S(=O)(=O)N2CCOCC2)s1,-19,-24,-28,-0.6,-2,-16,14,-43,-11,2,1
NC1=NC2(CCCCC2)n2c(nc3ccccc32)N1,-29,-2,1,4.4,2,-15,-5,10,-18,13,3
COc1ccccc1NC(=O)c1oc2ccccc2c1NC(=O)c1ccco1,5,-12,-5,-1.1,-2,6,5,-19,25,-21,-3
O=C(CNC(=O)c1ccccc1)OC(C(=O)O)c1ccc(F)cc1 (stereo not given),-3,/,0,-1.3,/,0,7,0,-1,7,4
O=C(CSc1nc2ccc([N+](=O)[O-])cc2[nH]1)NC1CCCCC1,-18,-5,16,-1.4,0,-4,10,8,2,-6,-8
O=C(Cc1ccc(Cl)cc1)Nc1ccc(N2CCCC2)cc1,-25,-7,-5,0.9,-1,-4,-22,-19,3,-3,-6
CCN1C(=O)c2cccc3c(S(=O)(=O)Nc4ccncc4)ccc1c23,1,2,-6,3.1,3,-34,15,-2,-8,6,-4
Cc1ccc(-c2nc(=S)c3c(n2Cc2ccco2)CCCC3)cc1,-10,22,-14,-1.8,/,6,1,-47,-6,-6,6
N#C/C(=N\Nc1ccccc1)C(=N)N1CCOCC1,6,-16,-74,-1.0,-4,-9,-20,-116,-11,-9,6
Cc1cccc(Nc2nc(N3CCN(C)CC3)nc(N)c2[N+](=O)[O-])c1,-7,-16,0,0.5,-2,-29,-37,20,1,-12,-3
Cc1ccc(NC(=O)COC(=O)c2ccc3c(c2)OCCO3)cc1S(=O)(=O)N1CCOCC1,-23,6,16,0.5,-2,13,-16,14,-3,-2,4
CC(=O)Nc1cccc(-n2nnc(SCC(=O)Nc3ccc(F)c(Cl)c3)n2)c1,-23,0,-3,-0.3,-2,10,22,6,4,0,-3
CCCS(=O)(=O)NC(=O)C1(C)CCCN(C(=O)c2ccc(C(=O)OC)cc2)C1 (stereo not given),-25,/,5,0.0,/,-42,-5,7,/,8,-16
CCN1CCC(O)(C(C(=O)OC)c2ccccc2)CC1 (stereo not given),-9,-10,-12,-2.6,/,5,-5,10,-3,8,-11
CCOc1cc(/C=C2\N=C(C)OC2=O)cc(Cl)c1OCC(=O)OC,-7,15,18,1.7,-4,-6,/,9,-7,7,-1
CCN(CC)S(=O)(=O)c1ccc(NC(=O)COC(=O)c2ccc(-n3nc(C)cc3C)cc2)cc1,-28,1,-8,2.9,-1,-9,-7,-31,-3,-20,-16
C#CCOCCOCCOCCNc1nc(N2CCN(C(=O)[C@H]([C@@H](C)O)n3cc(CCCCN)nn3)CC2)nc(N2CCN(C(=O)[C@H](Cc3ccc(O)cc3)n3cc(CCO)nn3)CC2)n1,-6,8,-7,-1.0,5,-7,-10,11,2,-2,8
Cc1cc(Br)ccc1SCC(=O)OCC(=O)N1CCN(C(=O)c2ccco2)CC1,3,17,-11,3.3,-1,2,-6,20,-6,-5,-5
COc1ccc(CC(=O)NCc2n[nH]c(=S)n2C)cc1,-19,7,5,-0.6,0,-4,8,14,-7,8,4
O=C(Nn1cnnc1)c1ccc(Br)s1,-6,-5,6,-1.0,1,7,9,13,6,8,-8
O=C(O)c1ccc(C(=O)C(=O)c2ccccc2)cc1,-1,-10,-11,0.5,5,2,5,12,0,1,-14
CSc1ncccc1C(=O)OCC(=O)Nc1ccc(Cl)cn1,-15,3,-4,-2.7,/,22,-7,7,0,3,0
COc1cccc(CC(=O)Nc2cc(S(=O)(=O)N3CCCCC3)ccc2C)c1,15,1,16,-1.3,2,4,-2,6,-1,2,6
COc1ccc(OC)c(C(C)NC(=O)C(C)Cc2ccccc2)c1 (stereo not given),-9,1,-10,2.4,/,7,18,2,0,6,-7
Cc1ccnc(NC(=O)c2ccc(NS(=O)(=O)/C=C/c3ccccc3)cc2)c1,-19,-21,-38,0.6,-2,-2,-26,-102,0,-1,9
CN(CC(=O)NCCN1CCCCCC1)S(=O)(=O)c1cccc2nsnc12,15,0,-9,3.9,1,1,-8,7,-6,-3,0
COc1cccc(C(=O)Nc2ccc3nc(N4CCOCC4)cc(C)c3c2)c1,-36,/,-1,2.6,2,-3,-6,-124,7,1,13
CC1CCN(C2=NC(=O)/C(=C/c3ccccc3F)S2)CC1,39,-17,37,-0.7,5,-15,-19,33,/,8,14
COCCCN1C(=O)C(=O)/C(=C(/O)c2ccc(OC)cc2C)C1c1cccnc1 (stereo not given),0,2,5,-0.9,5,-27,1,5,-2,-2,5
Cc1ccc(C(=O)N/C(=C\c2ccc(-c3cccc([N+](=O)[O-])c3)o2)C(=O)NCCCN2CCOCC2)cc1,-10,16,94*,-0.4,-3,4,4,-5,7,-5,15
O=C(NCc1cccnc1)C(=O)NCC(c1ccco1)N1CCOCC1 (stereo not given),-1,-14,-3,-0.5,-2,8,5,6,3,4,1
COCCOC(=O)C1=C(N)Oc2c(oc(CO)cc2=O)C1c1ccccc1F (stereo not given),15,10,6,1.6,1,1,-8,12,-16,8,-19
Cc1oc(/N=C/c2ccc(Cl)cc2)c(C#N)c1C,-28,5,6,-2.2,-2,-1,0,1,-15,0,11
CS(=O)(=O)N1CCc2cc(S(=O)(=O)Nc3ccc4oc5c(c4c3)CCCC5)ccc21,62,12,10,3.0,0,-5,32,15,9,7,-11

# Shown with two lines to a compound: part of the list above.
# Order of results – NR2E3 ag-1 | TRPM1 prom inh | Peg3 promoter | iPSC survival up | NR2E3 ag-2 | CF NFkB block | Shn3 inh set2 | HIF-2a inh | LMP1 NFkB inh | KKLEB tox | TRAIL sens C8
> COc1ccc(OC)c(C(C)NC(=O)C(C)Cc2ccccc2)c1 (stereo not given)
    -9 | 1 | -10 | 2.4 | / | 7 | 18 | 2 | 0 | 6 | -7
> Cc1ccnc(NC(=O)c2ccc(NS(=O)(=O)/C=C/c3ccccc3)cc2)c1
    -19 | -21 | -38 | 0.6 | -2 | -2 | -26 | -102 | 0 | -1 | 9
> CN(CC(=O)NCCN1CCCCCC1)S(=O)(=O)c1cccc2nsnc12
    15 | 0 | -9 | 3.9 | 1 | 1 | -8 | 7 | -6 | -3 | 0
> COc1cccc(C(=O)Nc2ccc3nc(N4CCOCC4)cc(C)c3c2)c1
    -36 | / | -1 | 2.6 | 2 | -3 | -6 | -124 | 7 | 1 | 13
> CC1CCN(C2=NC(=O)/C(=C/c3ccccc3F)S2)CC1
    39 | -17 | 37 | -0.7 | 5 | -15 | -19 | 33 | / | 8 | 14
> COCCCN1C(=O)C(=O)/C(=C(/O)c2ccc(OC)cc2C)C1c1cccnc1 (stereo not given)
    0 | 2 | 5 | -0.9 | 5 | -27 | 1 | 5 | -2 | -2 | 5
> Cc1ccc(C(=O)N/C(=C\c2ccc(-c3cccc([N+](=O)[O-])c3)o2)C(=O)NCCCN2CCOCC2)cc1
    -10 | 16 | 94* | -0.4 | -3 | 4 | 4 | -5 | 7 | -5 | 15
> O=C(NCc1cccnc1)C(=O)NCC(c1ccco1)N1CCOCC1 (stereo not given)
    -1 | -14 | -3 | -0.5 | -2 | 8 | 5 | 6 | 3 | 4 | 1
> COCCOC(=O)C1=C(N)Oc2c(oc(CO)cc2=O)C1c1ccccc1F (stereo not given)
    15 | 10 | 6 | 1.6 | 1 | 1 | -8 | 12 | -16 | 8 | -19
> Cc1oc(/N=C/c2ccc(Cl)cc2)c(C#N)c1C
    -28 | 5 | 6 | -2.2 | -2 | -1 | 0 | 1 | -15 | 0 | 11
> CS(=O)(=O)N1CCc2cc(S(=O)(=O)Nc3ccc4oc5c(c4c3)CCCC5)ccc21
    62 | 12 | 10 | 3.0 | 0 | -5 | 32 | 15 | 9 | 7 | -11

# Bioassay records as filed in PubChem BioAssay.
